Bioassay records deposited in PubChem BioAssay by Sanford-Burnham Center for Chemical Genomics.
Apaf-1 inh: blocks human Apaf-1 apoptosome activity. inhibition, % at 20 µM. reconstituted apoptosome caspase-3 activity, DEVD-Rh110 fluorescence. AID 489030. actives 0.71% (n = 330,000); active means inhibition of at least 40% at 20 µM;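 further: plate controls were DMSO wells for no effect and DEVD-CHO caspase inhibitor wells for full effect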
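Assay system – apoptosome proteins · Medium – Hepes buffer, pH 7.5 · Also added – cytochrome c with DEVD-Rh110 · Timing – 30 min compound preincubation, 50 min activation, room temperature · Detection – Rh110 fluorescence, excitation 480 nm, emission 540 nm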
NALP3 yeast inh: blocks the NALP3 inflammasome reconstituted in yeast | Yeast reconstituted NLRP3/ASC/caspase-1, beta-gal luminescence, 24 h | inhibition, % at 10 µM | actives 0.39% (n = 330,000);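 active means inhibition of 50% or more; inactive means inhibition below 50%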;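 further: plate controls were induced DMSO wells for no effect and uninduced yeast grown without galactose for full effect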
SENP7 block: blocks the human protease SENP7. inhibition, % at 5 µM. recombinant SENP7, Z-RLRGG-aminoluciferin luminescence, 40 min. actives 1.5% (n = 330,000). AID 434973. Q9BQF6;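 active means inhibition above about 50% at the single test dose, limit read from the data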;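 further: plate controls were DMSO with enzyme for no effect and no enzyme buffer wells for full effect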
SENP6 inh: inhibitors of human SENP6 protease. Recombinant SENP6 catalytic domain, aminoluciferin luminescence. Q9GZR1. actives 1.8% (n = 330,000). inhibition, % at 10 µM;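 active means inhibition above about 50% at the single tested dose, limit read from the data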;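 further: plate controls were DMSO wells with enzyme for no effect and DMSO wells lacking enzyme for full effect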
SENP8 block-1: SENP8 protease inhibition; inhibition, % at 10 µM; Q96LD8; AID 2540; actives 1.2% (n = 330,000); purified SENP8, Z-RLRGG-aminoluciferin cleavage, luminescence; in the data active means inhibition above about 50%
SENP1 FRET inh: SENP1 (human) catalytic domain inhibition | inhibition, % at 10 µM | recombinant SENP1 catalytic domain, CyPet-SUMO1-YPet FRET cleavage | Q9P0U3 | actives 0.21% (n = 360,000);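 active means inhibition at least 30% at 10 µM, raw YFP signal under a set limit, fluorescence ratio 0.5 to 1.5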;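 further: 0% = enzyme with DMSO and 100% = no enzyme wells; some results filed as inactive read as strong as hits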
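Test system: human SENP1 catalytic domain; medium: Tris pH 8 buffer plus EDTA, NaCl, BME, BSA, NP40, catalase; incubation: 50 min reaction at room temperature; technique: FRET, CFP and YFP emission; controls: no-enzyme low control and enzyme-plus-DMSO high control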
HKDC1 inhibitor: blocks human hexokinase HKDC1 activity; recombinant HKDC1, G6PDH/diaphorase resazurin coupled fluorescence; inhibition, % at 20 µM; actives 0.16% (n = 340,000); Q2TB90;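 active means inhibition above about 35% when tested at 20 µM, limit read from the data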;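 further: plate controls were DMSO wells with enzyme for no effect and DMSO wells lacking enzyme for full effect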
Target sequence (Q2TB90 whole entry, looked up): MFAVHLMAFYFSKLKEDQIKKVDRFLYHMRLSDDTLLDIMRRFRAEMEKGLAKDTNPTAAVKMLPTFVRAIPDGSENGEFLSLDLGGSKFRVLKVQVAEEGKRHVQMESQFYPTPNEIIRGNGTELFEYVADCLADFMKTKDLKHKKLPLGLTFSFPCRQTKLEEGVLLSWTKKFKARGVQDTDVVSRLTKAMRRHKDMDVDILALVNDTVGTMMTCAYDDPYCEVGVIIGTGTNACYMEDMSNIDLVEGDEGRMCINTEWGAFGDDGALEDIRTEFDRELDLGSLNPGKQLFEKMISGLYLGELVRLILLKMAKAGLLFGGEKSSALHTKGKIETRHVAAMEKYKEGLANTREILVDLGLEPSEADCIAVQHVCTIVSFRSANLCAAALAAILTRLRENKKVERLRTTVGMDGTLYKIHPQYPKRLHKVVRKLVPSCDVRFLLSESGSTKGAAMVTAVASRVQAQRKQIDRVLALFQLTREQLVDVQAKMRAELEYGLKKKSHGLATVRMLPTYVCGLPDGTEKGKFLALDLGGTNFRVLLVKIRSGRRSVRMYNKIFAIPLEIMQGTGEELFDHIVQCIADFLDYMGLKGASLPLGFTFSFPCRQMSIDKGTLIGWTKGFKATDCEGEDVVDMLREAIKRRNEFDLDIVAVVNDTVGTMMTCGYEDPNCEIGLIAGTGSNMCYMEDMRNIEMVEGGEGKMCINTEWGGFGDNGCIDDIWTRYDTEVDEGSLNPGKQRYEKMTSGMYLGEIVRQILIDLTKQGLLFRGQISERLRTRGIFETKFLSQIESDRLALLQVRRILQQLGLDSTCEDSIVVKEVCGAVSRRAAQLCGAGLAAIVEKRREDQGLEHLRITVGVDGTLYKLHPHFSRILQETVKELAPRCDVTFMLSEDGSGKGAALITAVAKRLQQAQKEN
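System: Recombinant HKDC1 hexokinase | Amount: HKDC1 at 5 µg/mL | Reagent: Glucose with 1 mM ATP | Doses: Single 20 µM dose | Incubation: Reaction time 90 min, room temperature, protected from light | Signal: Coupled resazurin fluorescence, excitation 525 nm, emission 613 nm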
SENP8 block-2: blocks human SENP8 cleavage of Nedd8 substrate; recombinant SENP8, Nedd8 substrate fluorescence; actives 0.64% (n = 360,000); inhibition, % at 20 µM; Q96LD8; AID 602440; in the data active means inhibition mostly above about 40%, no sharp cut-off; inactive means mostly below about 27%
PfG6PD inh: PfG6PD (Plasmodium falciparum) enzyme inhibition; PfGluPho enzyme, NADPH resazurin-diaphorase fluorescence; inhibition, % at 20 µM; actives 0.78% (n = 350,000); AID 504690;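 active means inhibition reaching at least a set limit at 20 µM in the primary screen, cut at about 59% in these data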;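 further: 0% = DMSO wells with substrate and 100% = DMSO wells lacking glucose-6-phosphate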
Numbers without * were called inactive; x = no result given.

SMILES	Apaf-1 inh	NALP3 yeast inh	SENP7 block	SENP6 inh	SENP8 block-1	SENP1 FRET inh	HKDC1 inhibitor	SENP8 block-2	PfG6PD inh
CC1CCN(S(=O)(=O)c2csc(C(=O)Nc3ccccc3)c2)CC1	0	15	7	11	-1	1	-8	9	5
COc1ccc2c(-c3ccccc3)cc(=O)[nH]c2c1	-5	6	-4	1	4	-1	-5	-46	15
COc1ccc(C(=O)Nc2ccc(NC(=O)c3cccs3)cc2)cc1Cl	-17	15	-12	-9	-9	0	-9	-51	-12
CCCC[C@H]1COCCS(=O)(=O)N1Cc1ccc(C)cc1	16	5	3	2	1	3	8	20	5
S=C(Nc1ccc(Cl)cc1Cl)NC1CCCCC1	6	23	6	-16	8	0	-5	31	-7
O=C(CSc1nnnn1Cc1ccccc1)NCC(=O)c1ccccc1	-28	18	2	-8	3	3	-7	14	5
COc1cccc(N2CCN(C(=O)CN(c3ccc(C)cc3)S(=O)(=O)c3c(C)n[nH]c3C)CC2)c1	14	-2	-9	13	5	2	0	10	-1
Cc1sc(-n2c(C)cc(/C=N/n3cnnc3)c2C)c(C#N)c1C	-13	12	2	-6	-1	-2	-7	9	40
CC(C)(CNC(=O)c1ccc(S(=O)(=O)Nc2cccc(C(F)(F)F)c2)cc1)N1CCOCC1	2	17	-6	-4	-2	2	-1	8	1
N#CCCN(C(=O)COC(=O)CNC(=O)c1cccs1)c1ccc(F)cc1	-5	13	0	-1	9	1	4	0	-2
COc1ccc(N(CC(=O)N2CCOCC2)S(C)(=O)=O)c(OC)c1	-2	15	-16	-6	-10	0	0	9	9
Cc1ccc(NC(=O)C(=O)NN)cc1	-1	7	10	-2	-5	0	-6	18	-12
COC(=O)C1C=CC(OC2OC(COC(C)=O)C(OC(C)=O)C(OC(C)=O)C2OC(C)=O)n2c(=O)n(-c3ccccc3)c(=O)n21 (stereo not given)	x	x	x	x	x	-2	-6	2	-12
O=C(O)CN1CCN(Cc2cccc(Cl)c2)C1=O	-1	3	4	3	5	1	-3	14	-7
O=C(Cc1ccc(-c2ccccc2)cc1)NC1CCCC1	-3	-2	4	-5	1	-9	-6	1	-13
CCOC(=O)Nc1ccc2c(c1)N(C(=O)N1CCN(C)CC1)c1ccccc1S2	9	0	-7	17	9	0	0	18	-20
COc1ccc(N=C(c2ccccc2)c2c(C)[nH]n(-c3ccccc3)c2=O)c(OC)c1	2	8	15	0	-2	7	-1	25	45
C=C(C)C(C)(C#CCN1CCCC1)OC(C)=O (stereo not given)	-12	-9	-2	3	0	3	-5	16	3
Cc1ccc(C(=O)NC2CCN(C(=O)NC3CCCCC3)CC2)cc1	x	x	x	x	x	0	-1	14	-8
CCOC(=O)c1c(C)nc(C)c(C(=O)OCC)c1-c1ccccc1	7	18	-8	-13	-5	5	2	22	-25
COc1ccc(-c2nnc(SCC(=O)N3CCCC3)o2)cc1OC	-6	8	-3	2	-5	x	1	x	5
O=C(CSCCO)Nc1nccs1	-2	20	-4	-10	-3	1	-3	16	-1
COc1ccccc1C(=O)Nc1ccc2c(c1)CN(Cc1cnc(C)s1)CC2	23	5	-9	17	-7	-30	-1	0	-1
O=C1N/C(=N/N=C/c2ccc(F)cc2)SC1c1ccccc1 (stereo not given)	-2	8	-1	-5	-7	2	0	38	-7
CCN1CCN(C(c2cccs2)C(C)NS(=O)(=O)c2ccc(F)cc2)CC1 (stereo not given)	3	-8	-1	-2	-1	3	-7	1	-3
Further records follow:
SMILES	Apaf-1 inh	NALP3 yeast inh	SENP7 block	SENP6 inh	SENP8 block-1	SENP1 FRET inh	HKDC1 inhibitor	SENP8 block-2	PfG6PD inh
COc1cc(C(=O)N2CCN(C/C=C/c3ccccc3)CC2)cc(OC)c1C	15	28	3	-23	3	-5	-8	6	-1
O=C(Nc1ccccc1C(=O)O)c1cc(S(=O)(=O)N2CCOCC2)cs1	-3	15	1	-6	4	2	-8	5	29
CCN(CC)C(=O)CN(c1cc2c(cc1OC)oc1ccccc12)S(=O)(=O)c1ccccc1	23	12	-4	-17	-1	2	-2	9	8
CN(C)S(=O)(=O)N1CCc2ccccc21	-4	5	-5	4	-4	-2	-2	0	15
COC(=O)c1c(NC(=O)c2ccccc2)sc2c1CC(C)(C)NC2(C)C	10	27	-4	-3	8	-2	-6	-195	-15
Cc1cc(C)cc(NC(=O)NC2CCN(CC(=O)Nc3cccc(Cl)c3C)CC2)c1	-2	-1	5	-2	-5	1	-7	16	-15
CCC(=O)Nc1cc(Cl)ccc1N1CCN(C(=O)CC)CC1	-37	18	11	-2	-8	-3	-6	12	2
CCc1c(C(=O)NC2CCCc3ccccc32)[nH]c(C)c1C(C)=O (stereo not given)	3	18	4	3	0	0	0	12	-12
O=C1CN(c2nc(-c3ccccc3)c3ccccc3n2)c2ccccc2N1	8	17	-4	-1	-4	1	-6	-13	-15
COc1cccc2cc(C(=O)CC3(O)C(=O)N(Cc4ccccc4)c4ccccc43)c(=O)oc12 (stereo not given)	3	-9	-2	0	-1	-3	-4	-4	-10
CCC(CC)NCC(O)COc1ccc(Br)cc1 (stereo not given)	3	8	-4	-6	2	0	-5	12	5
CN(c1ccccc1)S(=O)(=O)c1ccc(C(=O)Nc2nnc(-c3ccco3)o2)cc1	7	21	-3	3	-14	3	-10	12	-11
Cc1ccc(Cl)cc1NC(=O)NCc1ccccn1	3	13	4	7	6	0	0	8	-8
COC(=O)c1ccc(S(=O)(=O)NCc2ccccn2)n1C	-9	4	-3	-3	-14	0	-6	14	-13
CCN(CC(=O)Nc1c(F)cccc1F)C(=O)c1ccc2ncsc2c1	-4	10	-4	-18	-7	-2	-6	4	12
Cc1ccc(C(=O)N2CCN(C)CC2)cc1S(=O)(=O)N1CCCCC1	x	x	x	x	x	-2	-3	6	-12
CN(C(=O)c1ccccc1F)C(c1ccccc1)c1ccccc1	16	-14	6	-5	-1	0	-2	16	-24
Cc1ccc(-c2csc(N(Cc3ccccc3)C(=O)COc3ccccc3)n2)cc1	3	-1	6	-1	2	-10	-5	36	-1
Brc1ccc(CN2CC[C@H]3C=CCc4cccc(c43)C2)cc1	15	27	2	-10	1	-8	1	4	13
O=C(CSc1nnc(Cc2ccccc2)o1)Nc1cccc(F)c1	3	16	-1	8	6	0	-2	1	16
CCCC(=O)Nc1ccc(OCC(=O)OC)cc1	4	4	-3	2	-4	1	-3	16	0
CC(C)CN(C(=O)COC(=O)c1ccc2c(c1)OCCO2)c1c(N)n(Cc2ccccc2)c(=O)[nH]c1=O	0	9	-1	-5	-2	-2	-3	3	7
CCOC(=O)c1c(C)[nH]c(C=O)c1Cc1cccc(Cl)c1	17	1	6	-4	0	1	7	10	6
O=C(Nc1ccccc1)N(c1ccccc1)C1C=CS(=O)(=O)C1 (stereo not given)	-13	9	13	-16	-4	1	-3	28	-4
COCCn1c(=O)[nH]c(=O)c2cc(C(=O)c3cc(Cl)ccc3O)cnc21	-11	8	-2	-9	-4	-9	3	-262	-23

Complete entries from above. Order of screens: Apaf-1 inh	NALP3 yeast inh	SENP7 block	SENP6 inh	SENP8 block-1	SENP1 FRET inh	HKDC1 inhibitor	SENP8 block-2	PfG6PD inh
Brc1ccc(CN2CC[C@H]3C=CCc4cccc(c43)C2)cc1 across the screens: 15	27	2	-10	1	-8	1	4	13
COCCn1c(=O)[nH]c(=O)c2cc(C(=O)c3cc(Cl)ccc3O)cnc21 across the screens: -11	8	-2	-9	-4	-9	3	-262	-23
CCC(CC)NCC(O)COc1ccc(Br)cc1 (stereo not given) across the screens: 3	8	-4	-6	2	0	-5	12	5
Cc1ccc(-c2csc(N(Cc3ccccc3)C(=O)COc3ccccc3)n2)cc1 across the screens: 3	-1	6	-1	2	-10	-5	36	-1

Next section.
SMILES	Apaf-1 inh	NALP3 yeast inh	SENP7 block	SENP6 inh	SENP8 block-1	SENP1 FRET inh	HKDC1 inhibitor	SENP8 block-2	PfG6PD inh
CC(NC(=O)c1ccco1)C(=O)N1CC=C(c2ccccc2)CC1 (stereo not given)	-8	4	5	0	-4	-1	-6	6	-17
Cn1nc(C(F)(F)F)c(/C=N/OC(=O)c2ccccc2)c1SCc1ccccc1Cl	5	7	-1	4	-2	0	0	6	10
O=S(=O)(Nc1cccnc1Cl)c1ccc2c(c1)OCCO2	-13	6	-1	7	1	1	5	9	-31
CCCCn1c(SCC(=O)NC2CCS(=O)(=O)C2)nc2cc(S(N)(=O)=O)ccc21 (stereo not given)	-32	-5	4	5	9	0	-4	13	6
CN(C)c1ccc(NC(=S)N(CCc2ccccc2)C2CC(=O)N(c3c(Cl)cccc3Cl)C2=O)cc1 (stereo not given)	21	2	-1	-2	-4	0	0	23	10
O=C(c1ccncc1)c1ccc(N2CCN(C3CC(=O)N(Cc4ccccc4)C3=O)CC2)cc1 (stereo not given)	10	9	2	-1	5	4	3	12	-3
CC(C)CC1NC2(C(=O)N(C)c3ccccc32)C2C(=O)N(C(C)C)C(=O)C12 (stereo not given)	5	1	4	-3	-7	2	-7	7	1
COc1ccc(C(=O)Nc2ccccc2)cc1S(=O)(=O)NCc1ccco1	2	4	1	-14	-6	2	-4	10	-5

Retrieved by structure from the entries so far:
SMILES	Apaf-1 inh	NALP3 yeast inh	SENP7 block	SENP6 inh	SENP8 block-1	SENP1 FRET inh	HKDC1 inhibitor	SENP8 block-2	PfG6PD inh
Cc1ccc(C(=O)NC2CCN(C(=O)NC3CCCCC3)CC2)cc1	x	x	x	x	x	0	-1	14	-8
O=C1CN(c2nc(-c3ccccc3)c3ccccc3n2)c2ccccc2N1	8	17	-4	-1	-4	1	-6	-13	-15
COCCn1c(=O)[nH]c(=O)c2cc(C(=O)c3cc(Cl)ccc3O)cnc21	-11	8	-2	-9	-4	-9	3	-262	-23
